Source: PubChem BioAssay
CaV13 FRET inh – Primary screen for inhibitors of IQ motif and Ca2+-dependent inactivation inhibitor domain binding in CACNA1D, Förster resonance energy transfer in living cells, …. HEK cells, CFP/YFP FRET ICDI-IQ, plate reader, 10 min; percent FRET-ratio fall versus neutral wells. inhibition, % at 12.3 µM. actives 0.098% (n = 340,000);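 active = mean replicate inhibition of at least 30% and at least 1% of replicates passing that level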;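 also: 0% = median of the neutral control wells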
H9c2 protect – cardioprotection against H2O2-induced cell death, primary screen, uHTS, H9c2 cells, ATPLite luminescence; H9c2 cardiomyocytes, H2O2 injury protection, 2 h; protection from H2O2 cell death, % at 20 µM; actives 0.63% (n = 360,000); AID 588492, 2011;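 active = compounds giving at least 50% protection of heart cells from peroxide-induced death in the single-dose screen, raw or plate-pattern-corrected value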;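 also: 0% = DMSO wells with peroxide and 100% = DMSO wells without peroxide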
m5-HT2A agonist – mouse Htr2a agonists via beta-arrestin recruitment, primary screen, cell-based, luminescence | CHO-K1 mHTR2A beta-arrestin complementation; percent of 30 µM serotonin response | activation, % at 7.6 µM | actives 0.66% (n = 360,000) | AID 624169, 2012;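 active = activation above a run cutoff, the mean activation of all tested compounds plus 3 SD, cut at about 14% in these data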;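 also: 0% = plate median of compound wells and 100% = 30 µM serotonin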
NR2E3 ag-1 – NR2E3 agonists in two-hybrid cells, primary screen, cell-based, luminescence, CHO-S, Gal4-NCOR/VP16-NR2E3 | Photoreceptor-specific nuclear receptor (Homo sapiens), Q9Y5X4 | luciferase | inhibition of corepressor binding, % at 3.98 µM | actives 0.35% (n = 360,000) | AID 602229, 2012;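 active = inhibition above the mean of all tested compounds plus 3 SD, cut at about 70% in these data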;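 also: 0% = DMSO with NR2E3 transfected cells and 100% = cells lacking NR2E3 construct; higher means lower luciferase signal from less NR2E3 corepressor binding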
Target sequence (Q9Y5X4 whole entry, looked up, the tested form may be a part): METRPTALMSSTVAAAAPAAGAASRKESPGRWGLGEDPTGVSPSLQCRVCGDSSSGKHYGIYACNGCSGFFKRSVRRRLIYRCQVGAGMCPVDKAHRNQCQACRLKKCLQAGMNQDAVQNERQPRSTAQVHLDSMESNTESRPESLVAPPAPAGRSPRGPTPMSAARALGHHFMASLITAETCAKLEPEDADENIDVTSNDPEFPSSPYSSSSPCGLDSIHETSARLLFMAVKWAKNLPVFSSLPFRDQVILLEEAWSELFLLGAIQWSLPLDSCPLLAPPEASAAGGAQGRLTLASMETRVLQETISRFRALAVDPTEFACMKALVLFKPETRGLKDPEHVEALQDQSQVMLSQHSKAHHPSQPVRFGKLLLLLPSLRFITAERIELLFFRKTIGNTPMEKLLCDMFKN
iPSC survival up – enhancers of single-cell hiPSC survival, primary screen, ATPlite luminescence; survival enhancement, % at 20 µM; 100% = ROCK inhibitor wells, 0% = DMSO; AID 602274, 2012; actives 0.044% (n = 360,000); in the data active = survival enhancement above about 18%;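 also: cells exposed to compounds for 16 hours before the ATP read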
HIF-2a inh – HIF-2a reporter inhibitors, primary screen, luminescence, 786-0 RCC cells. actives 0.72% (n = 360,000). 786-0 RCC cells HIF-2a reporter, luciferase luminescence, overnight. inhibition, % at 18.8 µM. AID 624352, 2012;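 active = inhibition of the luminescence signal of 40% or more relative to plate controls, in a single-dose primary screen at 18.75 µM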
MITF TRPM1 inh – inhibitors of MITF-dependent TRPM1 promoter reporter, primary screen, cell-based, SK-MEL-5, single point, luciferase; SK-MEL-5 TRPM1 promoter luciferase, 24 h; actives 0.83% (n = 330,000); AID 488899, 2010; inhibition, % at 12.5 µM;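 active = mean inhibition across replicates of 60% or more, whatever share of single replicates reaches that level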; also: values of inactives mirror those of a sister screen read the other way
PDI inh – inhibitors of human PDI, primary screen, biochemical, turbidity, single point, plate reader. Protein disulfide-isomerase (Homo sapiens), P07237. PDI insulin aggregation turbidity, A650, 90 min. inhibition, % at 10 µM. actives 0.052% (n = 350,000);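 active = mean inhibition across replicates of 30% or more, whatever share of single replicates reach that level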;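 also: absorbance from insulin aggregation driven by PDI reduction with DTT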
Target sequence (P07237 whole entry, looked up): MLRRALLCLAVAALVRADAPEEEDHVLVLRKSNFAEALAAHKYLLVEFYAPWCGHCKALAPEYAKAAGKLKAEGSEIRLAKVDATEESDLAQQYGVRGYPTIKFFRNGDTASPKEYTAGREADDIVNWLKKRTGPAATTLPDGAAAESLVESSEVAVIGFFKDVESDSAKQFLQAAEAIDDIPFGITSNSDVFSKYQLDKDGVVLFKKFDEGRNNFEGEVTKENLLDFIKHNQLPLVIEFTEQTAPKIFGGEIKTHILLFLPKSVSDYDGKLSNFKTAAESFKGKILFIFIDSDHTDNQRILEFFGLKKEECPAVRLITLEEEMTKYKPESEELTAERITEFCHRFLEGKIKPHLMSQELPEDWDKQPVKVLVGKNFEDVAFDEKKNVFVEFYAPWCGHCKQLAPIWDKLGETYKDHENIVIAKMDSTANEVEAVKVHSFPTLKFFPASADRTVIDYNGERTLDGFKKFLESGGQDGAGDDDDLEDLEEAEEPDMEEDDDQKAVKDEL
Peg3 promoter – Peg3 promoter-driven luciferase inhibitors, primary screen, cell-based, HeLa, luciferase luminescence; actives 1.7% (n = 360,000); AID 588405, 2011; HeLa PEG-Prom luciferase reporter, overnight; inhibition, % at 20 µM;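 active = inhibition of at least 50% at 20 µM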
Shn3 inh set2 – reduction of Shn3 3'UTR firefly luciferase signal, primary screen, Schnurri-3 inhibitor project, cell-based, Clone20 osteoblasts, set 2. actives 0.52% (n = 360,000). inhibition, % at 12.5 µM. Clone20 osteoblast Shn3 3'UTR firefly luciferase, 24 h;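 active = mean inhibition of at least 75% with every replicate also reaching 75%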;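 also: 0% = median of neutral control wells and 100% = pilot-screen positive control compound; some compounds past the cut are filed as inactive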
NR2E3 ag-2 – inhibitors of NR2E3-RetCOR corepressor binding, primary screen, NR2E3 agonist project, biochemical, TR-FRET, GST-NR2E3, biotin-RetCOR; Photoreceptor-specific nuclear receptor (Homo sapiens), Q9Y5X4; 1536-well; inhibition of corepressor binding, % at 4.78 µM; actives 0.12% (n = 320,000); AID 2300, 2010;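 active = percent inhibition above the cutoff of mean plus 3 SD of all tested compounds, set per screening campaign, cut at about 20% in these data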;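 also: 0% = DMSO wells and 100% = biotin wells as full block of FRET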
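Test system – NR2E3–RetCOR corepressor complex · Quantity – NR2E3 fusion 1.35 nM · Buffer or medium – Tris pH 7.5 · Incubation – Compound–protein incubation for 5 h at 4 °C · Technique – TR-FRET, Eu(K)-anti-GST donor, streptavidin-D2 acceptor, ex 340, em 617/671 nm · Evaluation – percent inhibition of 671/617 nm emission ratio versus biotin and DMSO controls · Plate – 1536-well format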
The depositor's hits bear a star; . = no result given.

Short forms: A = CaV13 FRET inh; B = H9c2 protect; C = m5-HT2A agonist; D = NR2E3 ag-1; E = iPSC survival up; F = HIF-2a inh; G = MITF TRPM1 inh; H = PDI inh; I = Peg3 promoter; J = Shn3 inh set2; K = NR2E3 ag-2
Cc1ccc(S(=O)(=O)Nc2cccc3ncccc23)s1
  A: .	B: 20.4	C: -5.0	D: 102.2*	E: -1.0	F: 80.5*	G: 99.6*	H: -4.8	I: 102.6*	J: 83.8	K: 3.2
COc1ccc(C(=O)N2CCCC(C(=O)N3CCN(c4ccccc4)CC3)C2)cc1 (stereo not given)
  A: -20.5	B: 2.9	C: 0.2	D: -10.7	E: -0.8	F: 18.1	G: -1.7	H: 5.8	I: 6.3	J: -8.4	K: -1.6
COc1cccc(N2CCN(C(=O)c3ccc(OC)c(S(=O)(=O)NC4CC4)c3)CC2)c1
  A: -5.3	B: -2.6	C: -4.7	D: -0.4	E: 5.9	F: -72.3	G: .	H: 3.2	I: -56.3	J: -30.2	K: .
COc1ccc(CN2CCNC(=O)C2CC(=O)N(C)CCCN2CCOCC2)cc1C (stereo not given)
  A: -4.1	B: 3.7	C: -1.0	D: -9.4	E: 0.4	F: 2.4	G: -2.0	H: -4.8	I: -1.0	J: -6.8	K: 0.1
O=C(CSc1nc2ncccc2[nH]1)c1ccc(F)cc1
  A: -0.4	B: 4.2	C: -1.2	D: -21.4	E: -1.8	F: -49.7	G: -5.8	H: 6.9	I: -45.4	J: 6.5	K: -3.9
Cc1cccc(OC(=O)c2cncc(Br)c2)c1
  A: 12.2	B: 3.0	C: -1.2	D: -0.5	E: 0.0	F: 18.3	G: 0.9	H: -2.0	I: 6.3	J: -10.2	K: -3.2
CCOC(=O)Nc1nnc(/C=C/c2ccc(OC)cc2)s1
  A: -20.4	B: -3.6	C: 1.8	D: -11.8	E: 0.2	F: -65.5	G: -17.3	H: -3.8	I: -72.9	J: -27.3	K: -1.4
O=C(NCC(c1ccccc1)N1CCCC1)C1CCN(C(=O)Nc2ccccc2)CC1 (stereo not given)
  A: -5.3	B: 1.1	C: -5.3	D: -10.2	E: -0.1	F: -16.9	G: 27.2	H: -1.7	I: -42.3	J: -5.2	K: .
Cc1cnc(NC(=O)CSc2nnc(COc3ccccc3)o2)s1
  A: -2.0	B: 4.0	C: 2.7	D: -14.8	E: -0.9	F: 16.5	G: 4.3	H: 3.3	I: -2.6	J: 8.2	K: 3.3
c1ccc(C2(CN3CCNC[C@@H]3CC3CCCCC3)CC2)cc1
  A: -10.6	B: -3.1	C: -2.6	D: -29.2	E: -0.6	F: 10.8	G: -15.7	H: -2.5	I: 9.0	J: -38.4	K: .
O=C(CSc1nc2c(c(=O)n1-c1ccc(F)cc1)SCC2)NCc1ccco1
  A: .	B: 0.4	C: 0.5	D: -27.0	E: 1.2	F: 8.4	G: 8.7	H: -4.6	I: -1.8	J: 18.0	K: -2.2
N#Cc1c(N)nc2c(c1N)CC(=O)N2c1ccc(Cl)cc1
  A: -8.7	B: -6.5	C: 1.8	D: -31.0	E: 5.6	F: -45.8	G: -11.2	H: -5.8	I: -31.6	J: 11.0	K: -2.3
COc1ccc(S(=O)(=O)N2CCOC23CCN(S(=O)(=O)c2c(C)cc(C)cc2C)CC3)cc1
  A: -5.4	B: -7.3	C: 0.6	D: -11.0	E: -0.3	F: 7.2	G: 2.1	H: 2.0	I: -22.5	J: 32.7	K: -5.5
CCOC(=O)c1c(NC(=O)COC(=O)Cc2ccccc2[N+](=O)[O-])sc(C(=O)N(C)C)c1C
  A: -5.6	B: 8.5	C: 0.5	D: 1.1	E: -0.4	F: 7.6	G: 3.3	H: -2.6	I: -9.9	J: 7.1	K: 0.1
Cc1ccc(N2CC(C(=O)Nc3cc(C)on3)CC2=O)cc1 (stereo not given)
  A: .	B: 1.8	C: -0.9	D: -15.8	E: -2.1	F: -0.3	G: 1.4	H: 3.3	I: 15.7	J: -7.1	K: 1.5
O=C1c2ccccc2C(Nc2ccc(Cl)cc2)N1CCN1CCOCC1 (stereo not given)
  A: 11.4	B: -3.8	C: -5.2	D: 12.2	E: 0.2	F: 7.2	G: 9.8	H: .	I: 5.6	J: -3.0	K: 0.5
Cc1ccccc1N1CC(C(=O)Nc2nnc(SCCC3OCCO3)s2)CC1=O (stereo not given)
  A: .	B: 6.0	C: 2.2	D: 5.5	E: -0.4	F: 11.2	G: -15.1	H: 23.1	I: 2.4	J: 4.0	K: 3.0
Cc1nc2ncnn2c(N2CCN(c3cccc(C(F)(F)F)c3)CC2)c1C
  A: -7.5	B: -18.8	C: 0.3	D: 70.8*	E: -1.7	F: 10.6	G: 18.4	H: 1.3	I: 14.3	J: 79.6	K: -3.9
O=c1c(C=NCC2CCCO2)c(-c2ccccc2)[nH]n1-c1ccc([N+](=O)[O-])cc1 (stereo not given)
  A: -2.8	B: -2.6	C: -4.5	D: -37.1	E: -0.5	F: -160.6	G: -19.0	H: 9.8	I: -78.2	J: -3.4	K: 2.2
COCCN(CC(=O)Nc1cccc(C)c1C)C(=O)c1ccc2c(c1)OCO2
  A: -5.2	B: 3.3	C: -6.4	D: 3.3	E: -0.7	F: -1.2	G: 0.9	H: -1.7	I: -11.6	J: -16.2	K: .
O=C1C2C(c3ccccc3)C=CC(c3ccccc3)C2C(=O)N1c1ccncc1 (stereo not given)
  A: .	B: 6.9	C: 2.1	D: -21.3	E: -1.2	F: 5.8	G: -22.0	H: -0.7	I: 4.7	J: -3.2	K: 1.2
COc1cccc(CN(C(=O)Cn2nnc(-c3ccccc3F)n2)C(C(=O)NC(C)(C)C)c2ccncc2)c1 (stereo not given)
  A: -1.9	B: -3.3	C: -2.3	D: 23.4	E: 2.4	F: 18.6	G: -14.0	H: -4.1	I: 12.8	J: 7.0	K: 2.5
O=C(C(Cc1ccccc1)N1C(=O)c2ccccc2C1=O)N1CCc2ccccc21 (stereo not given)
  A: -7.8	B: -4.7	C: 4.2	D: -4.4	E: 0.2	F: 23.1	G: -2.9	H: 7.2	I: 41.3	J: 14.1	K: 0.1

Among those listed so far, five have two or more sulfur atoms:
Short forms: A = CaV13 FRET inh; B = H9c2 protect; C = m5-HT2A agonist; D = NR2E3 ag-1; E = iPSC survival up; F = HIF-2a inh; G = MITF TRPM1 inh; H = PDI inh; I = Peg3 promoter; J = Shn3 inh set2; K = NR2E3 ag-2
Cc1ccc(S(=O)(=O)Nc2cccc3ncccc23)s1
  A: .	B: 20.4	C: -5.0	D: 102.2*	E: -1.0	F: 80.5*	G: 99.6*	H: -4.8	I: 102.6*	J: 83.8	K: 3.2
Cc1cnc(NC(=O)CSc2nnc(COc3ccccc3)o2)s1
  A: -2.0	B: 4.0	C: 2.7	D: -14.8	E: -0.9	F: 16.5	G: 4.3	H: 3.3	I: -2.6	J: 8.2	K: 3.3
O=C(CSc1nc2c(c(=O)n1-c1ccc(F)cc1)SCC2)NCc1ccco1
  A: .	B: 0.4	C: 0.5	D: -27.0	E: 1.2	F: 8.4	G: 8.7	H: -4.6	I: -1.8	J: 18.0	K: -2.2
COc1ccc(S(=O)(=O)N2CCOC23CCN(S(=O)(=O)c2c(C)cc(C)cc2C)CC3)cc1
  A: -5.4	B: -7.3	C: 0.6	D: -11.0	E: -0.3	F: 7.2	G: 2.1	H: 2.0	I: -22.5	J: 32.7	K: -5.5
Cc1ccccc1N1CC(C(=O)Nc2nnc(SCCC3OCCO3)s2)CC1=O (stereo not given)
  A: .	B: 6.0	C: 2.2	D: 5.5	E: -0.4	F: 11.2	G: -15.1	H: 23.1	I: 2.4	J: 4.0	K: 3.0
